High-throughput results from PubChem BioAssay.
CHT allo act: CHT positive allosteric modulators, primary screen, cell-based, membrane potential dye, choline EC20 | High affinity choline transporter 1 (Homo sapiens), Q9GZV3 | CHT-expressing cells; stronger effect = higher value; LV-AA mutant CHT in HEK293 cells | B-score at 10 µM | 310,000 tested, 0.49% active | AID 488977, 2010;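 active means initial fluorescence not abnormally high and integrated response B-score, plate-corrected, over 3 SD above library mean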
Target sequence (Q9GZV3 whole entry, looked up): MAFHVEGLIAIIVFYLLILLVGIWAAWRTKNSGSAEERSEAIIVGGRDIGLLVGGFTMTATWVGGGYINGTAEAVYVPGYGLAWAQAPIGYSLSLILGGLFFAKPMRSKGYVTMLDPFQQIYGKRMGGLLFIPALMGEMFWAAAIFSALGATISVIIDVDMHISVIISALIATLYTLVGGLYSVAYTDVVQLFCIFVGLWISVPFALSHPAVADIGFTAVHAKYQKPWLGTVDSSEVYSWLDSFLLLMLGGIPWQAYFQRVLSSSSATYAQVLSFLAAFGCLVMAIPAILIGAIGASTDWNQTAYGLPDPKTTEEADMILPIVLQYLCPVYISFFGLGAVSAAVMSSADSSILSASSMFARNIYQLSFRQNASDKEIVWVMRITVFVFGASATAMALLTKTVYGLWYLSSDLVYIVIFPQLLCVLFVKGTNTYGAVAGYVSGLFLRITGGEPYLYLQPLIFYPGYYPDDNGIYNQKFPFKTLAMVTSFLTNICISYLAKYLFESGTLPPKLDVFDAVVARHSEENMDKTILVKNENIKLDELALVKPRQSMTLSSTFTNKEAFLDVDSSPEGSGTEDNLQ
OX1R antagonist: OX1R (HCRTR1) antagonists, primary screen, fluorescence, CHO/OX1R cells, Fluo-8 calcium, orexin A; Orexin/Hypocretin receptor type 1 (Homo sapiens), O43613; Fluo-8 calcium fluorescence; inhibition, % at 5 µM; 330,000 tested, 0.43% active;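 active means inhibition above its plate's threshold, mean inhibition of all tested compounds on the plate plus 3 SD, cut at about 37% in these data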;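 further: 0% = orexin A challenge wells and 100% = SB-334867-A antagonist wells; not every result past the cut was called active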
* hit, by the source's call; i = inactive; . = not tested or not shown.

SMILES	CHT allo act	OX1R antagonist
CCOC(=O)C(C)Oc1c(Br)cc(C2NC(=O)NC(C)=C2C(C)=O)cc1OCC (configuration not stated)	i	-27
Cc1oc2ccccc2c1CNC(=O)N(C)C	i	-17
O=C(OCc1nnc(-c2ccccc2)o1)C1CC(=O)N(Cc2ccco2)C1 (configuration not stated)	i	3
CSc1cccc(NC(=O)C(C)C)c1	i	-15
CC1(C)C=C(c2ccc(C=O)s2)CC(C)(C)N1	i	3
COC(=O)c1cccc(NC(=O)CCc2ccccc2)c1	i	-14
COc1ccc(-c2cc3ccccc3n2CC(O)CNCCO)cc1 (configuration not stated)	i	-16
COc1ccc(CC(C#N)(CO)c2nc3ccccc3[nH]2)cc1 (configuration not stated)	i	-27
C=CCN1C(=O)NC2(CCCCC2)C1=O	i	-4
Cc1ccc(C2=NN=C(NC(=O)CSc3nnc4c5ccccc5n(C)c4n3)SC2)cc1	i	-25
C=CCOc1ccccc1CN1CCSCC1	i	-11
O=C(CN1C(=O)c2ccccc2S1(=O)=O)NC1CC2CCC1C2 (configuration not stated)	i	-5

The list goes on, starting with the last two of the part before.
SMILES	CHT allo act	OX1R antagonist
C=CCOc1ccccc1CN1CCSCC1	i	-11
O=C(CN1C(=O)c2ccccc2S1(=O)=O)NC1CC2CCC1C2 (configuration not stated)	i	-5
Cc1cc(C)n(CCO)c(=O)n1	i	-13
CC1=NN(C(=O)c2ccc(Cn3nc(C)c([N+](=O)[O-])c3C)o2)C(O)(C(F)(F)F)C1 (configuration not stated)	i	-8
NC(=S)N/N=C1\CC(n2nnn(-c3cccc(Cl)c3)c2=S)C2COC1O2 (configuration not stated)	i	-7
CCN(CC)C(=O)Oc1ccc(Br)cc1C(=O)Nc1ccc(F)c(Cl)c1	i	-11
C=CCc1cc(Cl)ccc1OCCn1ccnc1	i	-17
COc1ccc(S(N)(=O)=O)cc1C(=O)NCCCN1CCN(c2cccc(Cl)c2)CC1	i	-15
Nc1ccccc1Oc1c(F)c(F)c(Oc2ccccc2N)c(F)c1F	i	-2
CN(C)CCCNC(=O)C[C@H]1C[C@H](C(=O)N2CCOCC2)[C@@]2(C)c3[nH]c4ccc(Cl)cc4c3CCN2C1=O	.	-20
C=CCOc1ccc(CN(C)Cc2nc3cc(C(F)(F)F)ccc3c(=O)[nH]2)cc1	i	-18
COc1cccc(C(=O)C2=NN(C(C)=O)CC2c2ccco2)c1 (configuration not stated)	i	-23
O=C(NCCN1CCCCC1)Nc1ccc(F)cc1F	i	-12
CCOC(=O)C1=NN(C(C)=O)C2C(=O)N(CC)C(=O)C12 (configuration not stated)	i	-10

As entered above:
Value of `CC1=NN(C(=O)c2ccc(Cn3nc(C)c([N+](=O)[O-])c3C)o2)C(O)(C(F)(F)F)C1` (configuration not stated) in OX1R antagonist: -8
Value of `CN(C)CCCNC(=O)C[C@H]1C[C@H](C(=O)N2CCOCC2)[C@@]2(C)c3[nH]c4ccc(Cl)cc4c3CCN2C1=O` in OX1R antagonist: -20
Value of `C=CCc1cc(Cl)ccc1OCCn1ccnc1` in OX1R antagonist: -17
Value of `O=C(NCCN1CCCCC1)Nc1ccc(F)cc1F` in OX1R antagonist: -12

Next part.
SMILES	CHT allo act	OX1R antagonist
COc1cccc(C(=O)c2c(-c3ccccc3)ncc3cc(OC)c(OC)cc23)c1	.	-18
CCCC(=O)Nc1ccc2c(c1)nc1n2CCSC1	i	-17
CCOc1ccc2oc(C(=O)N3CCN(Cc4ccccc4)CC3)c(C)c2c1	i	-35
CC(=O)Nc1ccc2c(c1)ncn2C1CCCCC1	i	-17
CCOC(=O)CSc1nc2cccnc2n1-c1ccc(F)cc1	i	-14
COc1cc(NC(=S)N2CCCC(C)C2)cc(OC)c1OC (configuration not stated)	i	-10
CC(=O)Nc1cccc(NC(=O)c2ccc3c(c2)CCN3S(=O)(=O)c2ccccc2)c1	i	-2
O=C(NCC1CCN(Cc2ccc(F)cc2)CC1)C1CCCN(c2ncnc3c2nc2n3CCCCC2)C1 (configuration not stated)	i	-34
CCOc1cc(N2CCOCC2)c(OCC)cc1NC1=NCCCCC1	i	-18
O=C(O)C1=C[C@H](c2ccccc2)C[C@H](OCCCCO)O1	i	-15
CCCc1cc(NC(=O)COC(=O)c2ccc(O)cc2O)n(-c2ccccc2)n1	.	9
CCn1ncc([N+](=O)[O-])c1C(=O)Nc1ccc(C)c(C)c1	i	-11
Cc1occc1C(=O)NCCCc1ccccc1	i	-23
C=CCNC(=S)N/N=C/c1ccc(N(CC)Cc2ccccc2)cc1	i	-28
Cn1c(=O)c2cc(S(=O)(=O)NCCC(=O)N3CC=C(c4ccccc4)CC3)ccc2n(C)c1=O	i	-7
Cc1ccc(NC(=O)CCC(=O)c2ccc(Cl)s2)nc1	.	2
O=C(CSc1ccc2c(c1)OCCO2)Nc1ncc(Cl)cc1Cl	i	-29
CCC(C(=O)N1CCN(c2ncccn2)CC1)c1ccccc1 (configuration not stated)	i	-16
COc1cc(Cl)c(C)cc1NC(=O)CCCN1C(=O)CCC1=O	i	-13
CCc1cccc(CC)c1NC(=S)NCc1nc2ccccc2[nH]1	i	-8
CC1CC(C)(C)NCc2ccccc21 (configuration not stated)	i	-6
CCOC(=O)C1=C(N)N(c2ccc(N3CCCCC3)cc2)C(=O)C1	i	-27
O=C(COC(=O)c1cc2ccccc2cc1O)NC1CCCCC1	.	-15
Clc1ccc(Cl)c2sc(N3CCCC3)nc12	i	-13
Cn1c(=O)[nH]c(=O)c2c1nc(N1CCNCC1)n2Cc1cccc2ccccc12	i	-25
CCOC(=O)CNC(=O)CSc1nc2sc(C)c(C)c2c(=O)n1C	i	-18
COc1ccc(NC(C)=O)cc1NC(=O)c1cccc(S(=O)(=O)N2CCN(Cc3ccccc3)CC2)c1	i	-34
Nc1cc(S(=O)(=O)N2CCCCC2)ccc1N1CCCCC1	.	0
COc1ccc(C2C(C#N)=C(N)N(c3cccnc3)C3=C2C(=O)CCC3)cc1Cn1cc([N+](=O)[O-])cn1 (configuration not stated)	i	-13
Cc1nn(CC(=O)Nc2ccccc2)c(=O)c2ccccc12	i	-15
O=C(CSc1nc2ccccc2[nH]1)N/N=C/c1ccco1	i	-17
COc1ccc(CNC(=O)[C@@H]2CC=C[C@@H]3CCN(C4CCCCC4)C(=O)[C@@H]32)cc1	i	-18
CCc1nc2ccccc2c(C(=O)OC2CCCCC2=O)c1C (configuration not stated)	i	-19
CC(C)N(C)NC(=S)Nc1ccccc1	i	1
COc1cc(NC(=O)c2cc(OC)c(OC)c(OC)c2)ccc1NC(=O)c1cccs1	i	-13
COc1cccc(OC)c1C(=O)Nc1ccc(NC(=O)c2ccco2)cc1	i	-25
CCCC(=O)Nc1ccc(OCC(O)CNC(C)C)c(C(C)=O)c1 (configuration not stated)	i	-14
CCCN1C(=O)/C(=C/c2ccc(C)s2)NC1=S	i	-45
CN(C(=O)c1ccc(NC(=O)Cc2cccc(NC(=O)C3CCCN(C(=O)CCc4ccccc4)C3)c2)cc1)C1CCCC1 (configuration not stated)	.	-3
Cc1ccc(N=Cc2c(C)[nH]n(-c3ccccc3)c2=O)nc1	i	-7
O=C(C1CCC(=O)N1Cc1ccccc1Cl)N1CCN(c2cccc(Cl)c2)CC1 (configuration not stated)	i	-23
CCOC(=O)/C(C#N)=C1/SC(C)C(=O)N1c1ccc(Br)cc1 (configuration not stated)	i	-24
CC(C)C(NS(=O)(=O)c1ccc2c(c1)OCCCO2)C(=O)O (configuration not stated)	i	10
Cc1ccc(S(=O)(=O)N2CCN(C(=O)CN3C(=O)NC4(CCCCC4)C3=O)CC2)c(C)c1	i	-5
CC(C)CCN(C)C1CCN(C(=O)Nc2c(F)cccc2F)CC1	i	-17
C#CCOCCOCCOCCNc1nc(N2CCOCC2)nc(N2CCN(C(=O)CCCCCCCCCCNC(=O)Cn3cc(CCCCCN)nn3)CC2)n1	i	-2
CCOC(=O)N1CCC(NC(=O)c2ccc3c(Cl)c4c(nc3c2)CCCC4)CC1	i	-40
O=C1C2C3C=CC([C@@H]2C(=O)N1c1nccs1)C31CC1 (some centres not stated)	i	7
COc1ccc(-c2cc(=O)oc3cc(OC(C)C(=O)NC(Cc4c[nH]c5ccc(O)cc45)C(=O)O)ccc23)cc1 (configuration not stated)	i	2
O=C(OCCN1CCCCC1)C1(c2ccccc2)CCCC1	i	-21

Given bar-delimited: part of the list above.
compound | CHT allo act | OX1R antagonist
CC1CC(C)(C)NCc2ccccc21 (configuration not stated) | i | -6
CCOC(=O)C1=C(N)N(c2ccc(N3CCCCC3)cc2)C(=O)C1 | i | -27
O=C(COC(=O)c1cc2ccccc2cc1O)NC1CCCCC1 | . | -15
Clc1ccc(Cl)c2sc(N3CCCC3)nc12 | i | -13
Cn1c(=O)[nH]c(=O)c2c1nc(N1CCNCC1)n2Cc1cccc2ccccc12 | i | -25
CCOC(=O)CNC(=O)CSc1nc2sc(C)c(C)c2c(=O)n1C | i | -18
COc1ccc(NC(C)=O)cc1NC(=O)c1cccc(S(=O)(=O)N2CCN(Cc3ccccc3)CC2)c1 | i | -34
Nc1cc(S(=O)(=O)N2CCCCC2)ccc1N1CCCCC1 | . | 0
COc1ccc(C2C(C#N)=C(N)N(c3cccnc3)C3=C2C(=O)CCC3)cc1Cn1cc([N+](=O)[O-])cn1 (configuration not stated) | i | -13
Cc1nn(CC(=O)Nc2ccccc2)c(=O)c2ccccc12 | i | -15
O=C(CSc1nc2ccccc2[nH]1)N/N=C/c1ccco1 | i | -17
COc1ccc(CNC(=O)[C@@H]2CC=C[C@@H]3CCN(C4CCCCC4)C(=O)[C@@H]32)cc1 | i | -18
CCc1nc2ccccc2c(C(=O)OC2CCCCC2=O)c1C (configuration not stated) | i | -19
CC(C)N(C)NC(=S)Nc1ccccc1 | i | 1
COc1cc(NC(=O)c2cc(OC)c(OC)c(OC)c2)ccc1NC(=O)c1cccs1 | i | -13
COc1cccc(OC)c1C(=O)Nc1ccc(NC(=O)c2ccco2)cc1 | i | -25
CCCC(=O)Nc1ccc(OCC(O)CNC(C)C)c(C(C)=O)c1 (configuration not stated) | i | -14
CCCN1C(=O)/C(=C/c2ccc(C)s2)NC1=S | i | -45
CN(C(=O)c1ccc(NC(=O)Cc2cccc(NC(=O)C3CCCN(C(=O)CCc4ccccc4)C3)c2)cc1)C1CCCC1 (configuration not stated) | . | -3
Cc1ccc(N=Cc2c(C)[nH]n(-c3ccccc3)c2=O)nc1 | i | -7
O=C(C1CCC(=O)N1Cc1ccccc1Cl)N1CCN(c2cccc(Cl)c2)CC1 (configuration not stated) | i | -23
CCOC(=O)/C(C#N)=C1/SC(C)C(=O)N1c1ccc(Br)cc1 (configuration not stated) | i | -24
CC(C)C(NS(=O)(=O)c1ccc2c(c1)OCCCO2)C(=O)O (configuration not stated) | i | 10
Cc1ccc(S(=O)(=O)N2CCN(C(=O)CN3C(=O)NC4(CCCCC4)C3=O)CC2)c(C)c1 | i | -5
CC(C)CCN(C)C1CCN(C(=O)Nc2c(F)cccc2F)CC1 | i | -17
C#CCOCCOCCOCCNc1nc(N2CCOCC2)nc(N2CCN(C(=O)CCCCCCCCCCNC(=O)Cn3cc(CCCCCN)nn3)CC2)n1 | i | -2
CCOC(=O)N1CCC(NC(=O)c2ccc3c(Cl)c4c(nc3c2)CCCC4)CC1 | i | -40
